# Vif-APOBEC3G blk = blocks the Vif interaction with human APOBEC3G; Q9HC16; HeLa A3G-eYFP + Vif (tagged APOBEC3G with the HIV-1 protein that degrades it), YFP fluorescence, overnight; Potency, µM (highest dose often 46.1 µM), without a hit: at the top dose activity, negative = active, usual class: inhibitors; 410,000 tested, 0.076% active; AID 602310;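 further: potency means the concentration at half of the fitted maximal effect; on the % scale 0 is the no-effect control and ±100 the full control effect; nearly all actives have a fitted effect of over 60% in size; hits raise eYFP signal because A3G escapes Vif-driven loss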
# Target sequence (Q9HC16 whole entry, looked up): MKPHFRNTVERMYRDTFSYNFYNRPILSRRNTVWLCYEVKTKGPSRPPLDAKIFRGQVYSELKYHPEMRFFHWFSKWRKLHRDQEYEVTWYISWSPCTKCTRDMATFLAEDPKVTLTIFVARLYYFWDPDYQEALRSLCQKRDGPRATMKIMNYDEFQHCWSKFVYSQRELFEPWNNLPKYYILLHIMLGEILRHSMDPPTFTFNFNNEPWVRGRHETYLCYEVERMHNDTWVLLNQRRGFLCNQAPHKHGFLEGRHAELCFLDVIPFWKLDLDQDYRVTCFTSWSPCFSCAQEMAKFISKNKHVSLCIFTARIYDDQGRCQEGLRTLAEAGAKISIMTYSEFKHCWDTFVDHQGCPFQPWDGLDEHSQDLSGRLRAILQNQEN
#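 HeLa cells stably expressing Vif and C-terminally eYFP-tagged A3G, seeded overnight at 37 deg C, then exposed to compound by pintool overnight at 37 deg C. Rise in yellow fluorescence (Ex 488/Em 500-530, Acumen) marks blocked Vif-driven A3G degradation.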
# 12-LOX inh = blocks human arachidonate 12S-lipoxygenase; P18054; purified 12hLO, xylenol orange hydroperoxide absorbance; Potency, µM (series often up to 108 µM), for inactives: at the highest dose activity change, negative = inhibition, usual class: inhibitors; 580,000 tested, 1.1% active; further: potency means the concentration at half of the fitted maximal effect; on the % scale 0 is the no-effect control and ±100 the full control effect
#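 Purified human 12hLO at 150 nM in 25 mM Hepes, 0.01% Triton X-100, pH 7.0, preincubated 15 min at room temperature with compound. Reaction started with 40 uM arachidonic acid, 30 min at room temperature. Hydroperoxide measured by Fe-xylenol orange, 573/405 nm absorbance ratio.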
# D2 agonist = activates the human D2 dopamine receptor | P14416 | activation, % at 2 µM | HEK293 T-REx D2 cells, calcium flux agonist mode | 340,000 tested, 0.53% active;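 active means activation over 3 SD above normal in the single-dose calcium agonist read, cut at about 30% in these data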; further: 0% is about no effect
#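 Tetracycline-induced HEK293 Trex cells with D2 receptor force-coupled to calcium signaling, plated overnight at 30 C and loaded with no-wash calcium dye. Calcium flux read kinetically for 180 s after compound addition; responses flag agonists.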
# RGS4 inhibitor = human RGS4 inhibition; Potency, µM (titrated, usually from 114 µM), for the others: at the top dose activity change, negative = inhibition, actives largely listed as inhibitors; 390,000 tested, 0.039% active; Transcreener GDP fluorescence polarization, RGS4-accelerated GTP hydrolysis; P49798; further: potency means the concentration at half of the fitted maximal effect; on the % scale 0 is the no-effect control and ±100 the full control effect; nearly all actives have a fitted effect of over 75% in size; some results filed as inactive show a strong effect at the top dose
# Target sequence (P49798 whole entry, looked up): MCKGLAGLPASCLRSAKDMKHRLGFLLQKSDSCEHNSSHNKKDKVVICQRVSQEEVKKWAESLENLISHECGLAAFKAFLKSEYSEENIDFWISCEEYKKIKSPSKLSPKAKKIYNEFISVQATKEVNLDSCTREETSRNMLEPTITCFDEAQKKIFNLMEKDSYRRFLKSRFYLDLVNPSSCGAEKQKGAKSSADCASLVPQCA
#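 MLSMR compounds (23 nl, pin-transferred) preincubated 10 min at room temperature with a 500nM (2x) first reagent, then RGS4 at 900nM (2x) plus Transcreener GDP mix added; fluorescence polarization (620/688 nm) read before and after 90 min at 30 °C.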
# D2 antag = antagonists of human D2 dopamine receptor | HEK293 TREx D2 cells, calcium flux, dopamine EC80 | 340,000 tested, 2% active | inhibition, % at 10 µM | P14416; in the data active means inhibition above about 30%; further: 0% is about no effect
#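 Compounds are added to dye-loaded, induced HEK293 T-REx cells coupled to calcium release via D2; after a 3 min kinetic read an EC80 dopamine stimulus is given and fluorescence is recorded for 3 more min.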
# Vif-A3F inh = Vif-A3F binding inhibition | Potency, µM (doses to about 46.1 µM), inactives show at the highest dose activity, negative = active | HeLa A3F-eYFP + Vif (tagged APOBEC3F with the HIV-1 protein that degrades it), YFP fluorescence increase | 390,000 tested, 0.2% active | AID 602313; further: potency means the concentration at half of the fitted maximal effect; % of control where 0% means no effect; nearly all actives have a fitted effect of over 65% in size
#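 HeLa cells stably expressing A3F-eYFP plus Vif, plated and incubated overnight at 37 deg C, then exposed to compounds overnight at 37 deg C. Blocked degradation read as raised yellow fluorescence (Ex 488/Em 500-530).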
# ERG Ets-DNA blk = ERG Ets/DNA interaction inhibition; Potency, µM (series often up to 76.9 µM), for inactives: at the highest dose FP activity, negative = inhibition, usual class: inhibitors; fluorescence polarization, His-ERG Ets domain / labelled DNA; P11308; 370,000 tested, 0.028% active; active means well fitted inhibition curve with a large enough effect in the polarisation, with a control signal flat; inconclusive means small, poorly fitted or top-dose-only effect, or effect the other way, or a change in a side signal; inactive means no such curve, though single readings can be large or run the other way; the % refers to the polarisation;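 further: polarization taken with two DNA probes labelled with fluorescein and Texas red; potency means the concentration at half of the fitted maximal effect; % of control where 0% means no effect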
# Target sequence (P11308 whole entry, looked up, the tested form may be a part): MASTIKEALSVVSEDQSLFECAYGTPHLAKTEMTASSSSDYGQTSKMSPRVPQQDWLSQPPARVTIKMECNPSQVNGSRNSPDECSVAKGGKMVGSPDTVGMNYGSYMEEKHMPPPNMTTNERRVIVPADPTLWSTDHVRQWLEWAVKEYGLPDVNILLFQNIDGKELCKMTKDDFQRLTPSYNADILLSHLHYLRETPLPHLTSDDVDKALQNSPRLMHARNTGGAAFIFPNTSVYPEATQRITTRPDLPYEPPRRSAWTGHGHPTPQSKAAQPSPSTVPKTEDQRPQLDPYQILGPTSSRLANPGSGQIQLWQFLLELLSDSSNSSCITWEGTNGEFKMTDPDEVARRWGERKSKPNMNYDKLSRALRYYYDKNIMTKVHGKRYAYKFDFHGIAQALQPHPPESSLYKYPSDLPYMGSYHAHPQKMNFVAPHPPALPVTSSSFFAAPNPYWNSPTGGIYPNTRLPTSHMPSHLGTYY
#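 His-tagged ERG Ets domain (1 uM in the protein solution; 300mM KCl, 50mM Tris-HCl, 1mM EDTA, 1mM DTT, pH 7.5) received compound, then a probe mix of 5 nM fluorescein-DNA and 100nM Texas-615-DNA. Fluorescence polarization was read for both dyes.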
# LDHA inh = inhibitors of human lactate dehydrogenase A | purified LDHA, NADH/diaphorase-resazurin fluorescence; stronger effect = lower value | activity change, % (values are at about 110 or 230 µM) | 480,000 tested, 0.15% active | AID 1347041; in the data active means activity change below about -30%; inconclusive means mostly about -25% to -30%;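 further: plate controls were DMSO wells for no effect and wells without enzyme for full effect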
#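 Human LDH5 at 2 nM final in Tris HCl pH 7.4 with 0.06 mM NADH and 0.2 mM pyruvate, reacted 5 minutes at room temperature. Remaining NADH coupled via diaphorase/resazurin; resorufin fluorescence read at 0 and 20 minutes, normalized to enzyme-free and DMSO wells.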
# GRP78 ERSR act = ER stress response induction in glioma | 420,000 tested, 0.02% active | Potency, µM, inactives show at the highest dose activation, most hits filed as activators | U87-MG GRP78 promoter luciferase reporter, 16 h; further: potency means the concentration at half of the fitted maximal effect; series mostly up to about 76 µM; % of control where 0% means no effect; nearly all actives have a fitted effect of over 35% in size
#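 Stably transfected U87-MG glioma cells carrying a GRP78-based luciferase sensor; 16 h compound incubation. Luminescence end-point read 10 min after Bright-Glo addition at room temperature.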
# * marks the source's active call; other numbers are inactive results; ? = inconclusive; nt = no result given; & = joins results of further samples; [ ] = remark or other dose. Unless noted, the call rests on the fitted dose curve; in most records, active means well fitted curve in the direction sought with a large enough effect; inconclusive means small, poorly fitted or top-dose-only effect, or another doubt; inactive means no such curve, though single readings can be large; an effect the other way counts as inactive or inconclusive. Not all compounds are listed; rates above refer to the full screens.
SMILES,Vif-APOBEC3G blk,12-LOX inh,D2 agonist,RGS4 inhibitor,D2 antag,Vif-A3F inh,ERG Ets-DNA blk,LDHA inh,GRP78 ERSR act
CCC(C)NC(=O)CSc1nc2cc3c(cc2c(=O)n1Cc1ccc(C(=O)NCCc2ccc(OC)c(OC)c2)cc1)OCO3 (stereo not drawn),-4%,nt,-0.1,10%,nt,nt,4%,3,-3%
CN(C)S(=O)(=O)c1ccc(Cl)c(C(=O)OCC(=O)NNC(=O)c2cccs2)c1,2%,14%,-0.4,-3%,-5,5%,0%,-5,-5%
Nn1c(SCC(=O)Nc2ccc3c(c2)OCO3)nnc1C(F)(F)F,1%,7%,-3.2,-41%,-1,12%,3%[15.4 µM],1,-4%
CCN1C(=O)C(=O)N(CC(=O)N(C)CC(=O)Nc2ccccc2C(F)(F)F)C1=O,0%,-12%,nt,-6%,nt,-2%,4%,-1,-3%
CC(O)C(NS(=O)(=O)c1ccc(Cl)cc1)C(=O)OCC(=O)Nc1cccnc1Cl (stereo not drawn),4%,-17%,0.4,20%,-3,-6%,15%,-5,-6%
CCn1c(SCC(=O)c2ccc(OC)cc2)nnc1C(C)NC(=O)c1ccc(OC)cc1 (stereo not drawn),-3%,0%,2.2,-5%,-5,-1%,11%,-7,-2%
Cc1cccc(C(=O)OCC(=O)c2ccc3c(c2)OCO3)c1O,1%,-23%,-0.2,10%,-3,1%,8%,-1,-5%
Cc1ccc(Cl)c2sc(NC(=O)C3CC3)nc12,0%,30%,0.3,10%,-18,-7%,3%,-18,4%
O=C(NCc1nnc(SCC(=O)N2CCCc3ccccc32)o1)c1ccccc1F,0%,12%,nt,10%,nt,1%,-7%,-6,1%
COC(=O)C(NS(=O)(=O)c1ccccc1Br)C(C)C (stereo not drawn),-1%&4%,-1%,-1.4,1%&26%,-23,2%,0%,-2,-2%&0%
Cc1ccc(S(=O)(=O)CCc2nnc(N)s2)cc1C,-1%,4%,-0.2,0%,-12,-6%,nt,-12,-3%
Clc1ccc(-c2nnc3sc(-c4ccc(Br)o4)nn23)c(Cl)c1,?,?,0.7,6%,-22,?,25%,-6,1%
O=S(=O)(/N=C(\c1ccccc1)N1CCOCC1)c1cccs1,-1%,0%,0.1,15%,-5,-14%,2%,-1,0%
O=C(Nc1nc2cc3c(cc2s1)OCO3)c1cccc(N2C(=O)CCC2=O)c1,0%,0%,0.3,-4%,-14,5%,7%,0,6%
CC(C)COP(=O)(OCC(C)C)C(O)c1ccc(N(C)C)cc1 (stereo not drawn),0%,-41%,-0.1,-16%,11,?,-1%[15.4 µM],1,-4%

# Taken from above for reference:
SMILES,Vif-APOBEC3G blk,12-LOX inh,D2 agonist,RGS4 inhibitor,D2 antag,Vif-A3F inh,ERG Ets-DNA blk,LDHA inh,GRP78 ERSR act
CCC(C)NC(=O)CSc1nc2cc3c(cc2c(=O)n1Cc1ccc(C(=O)NCCc2ccc(OC)c(OC)c2)cc1)OCO3 (stereo not drawn),-4%,nt,-0.1,10%,nt,nt,4%,3,-3%
CN(C)S(=O)(=O)c1ccc(Cl)c(C(=O)OCC(=O)NNC(=O)c2cccs2)c1,2%,14%,-0.4,-3%,-5,5%,0%,-5,-5%
Nn1c(SCC(=O)Nc2ccc3c(c2)OCO3)nnc1C(F)(F)F,1%,7%,-3.2,-41%,-1,12%,3%[15.4 µM],1,-4%
CCN1C(=O)C(=O)N(CC(=O)N(C)CC(=O)Nc2ccccc2C(F)(F)F)C1=O,0%,-12%,nt,-6%,nt,-2%,4%,-1,-3%
CC(O)C(NS(=O)(=O)c1ccc(Cl)cc1)C(=O)OCC(=O)Nc1cccnc1Cl (stereo not drawn),4%,-17%,0.4,20%,-3,-6%,15%,-5,-6%
CCn1c(SCC(=O)c2ccc(OC)cc2)nnc1C(C)NC(=O)c1ccc(OC)cc1 (stereo not drawn),-3%,0%,2.2,-5%,-5,-1%,11%,-7,-2%
Cc1cccc(C(=O)OCC(=O)c2ccc3c(c2)OCO3)c1O,1%,-23%,-0.2,10%,-3,1%,8%,-1,-5%
Cc1ccc(Cl)c2sc(NC(=O)C3CC3)nc12,0%,30%,0.3,10%,-18,-7%,3%,-18,4%
O=C(NCc1nnc(SCC(=O)N2CCCc3ccccc32)o1)c1ccccc1F,0%,12%,nt,10%,nt,1%,-7%,-6,1%
COC(=O)C(NS(=O)(=O)c1ccccc1Br)C(C)C (stereo not drawn),-1%&4%,-1%,-1.4,1%&26%,-23,2%,0%,-2,-2%&0%
Cc1ccc(S(=O)(=O)CCc2nnc(N)s2)cc1C,-1%,4%,-0.2,0%,-12,-6%,nt,-12,-3%
Clc1ccc(-c2nnc3sc(-c4ccc(Br)o4)nn23)c(Cl)c1,?,?,0.7,6%,-22,?,25%,-6,1%
O=S(=O)(/N=C(\c1ccccc1)N1CCOCC1)c1cccs1,-1%,0%,0.1,15%,-5,-14%,2%,-1,0%

# Next results follow:
SMILES,Vif-APOBEC3G blk,12-LOX inh,D2 agonist,RGS4 inhibitor,D2 antag,Vif-A3F inh,ERG Ets-DNA blk,LDHA inh,GRP78 ERSR act
Cc1ccc(CNC(=O)[C@H]2C[C@@H]2[C@H](NP(=O)(c2ccccc2)c2ccccc2)c2ccccc2)o1,-2%,-9%,-0.1,-53%,-5,0%,-14%,-4,7%
N#Cc1nc(COc2ccccc2)oc1N1CCOCC1,0%,0%,-1.5,11%,-14,1%,-4%,0,4%
CCC(Oc1ccccc1)C(=O)Nc1cc(-c2ccccc2F)nn1-c1ccccc1 (stereo not drawn),-5%,-7%,0.4,11%,nt,4%,-3%,-7,-1%
COc1ccc2[nH]c(=O)c(CN(C(=O)c3ccccn3)C3CCCCC3)cc2c1,0%,?,-0.1,-34%,3,2%,-2%,2&3,1%
COc1ccc(COC(=O)NC2CCN(S(=O)(=O)c3ccc(OC)cc3)CC2)cc1,4%,0%,-0.7,-9%,-8,-3%,7%,-9,-5%
C=CCNC(=O)c1c(Br)cnn1-c1ccc(C)cc1,-6%,-12%,-0.3,-1%,-32,-3%,8%,-6,7%
Cc1cc(C)nc(N2CCCC(C(=O)NC(C)CCc3ccco3)C2)n1 (stereo not drawn),3%,1%,1.8,-46%,-10,-4%,-4%,-2,0%
CSc1nsc(SCc2ccc(Cl)cc2)n1,0%,6%,-0.1,4%,14,-19%,6%,-1,2%
COc1ccc(S(=O)(=O)N2CCC3(CC2)OCCN3S(=O)(=O)c2cccs2)cc1OC,0%,3%,1.2,-22%,-3,5%,-6%,-1,-3%
COc1cccc(-c2nc(NCCN3CCOCC3)c3ccccc3n2)c1O,1%,-13%,-0.8,14%,-5,-9%,3%,0,-1%
COC(=O)c1cc(NC(=O)CC2CCCC2)cc(C(=O)OC)c1,-6%,2%,-0.4,-3%,-12,2%,-4%,-5,-4%
COC(=O)c1ccccc1NS(=O)(=O)c1cn(C)c(=O)n(C)c1=O,4%,-2%[57.4 µM],-0.3,5%,16,0%,9%,-7,-1%
CN(C)Cc1c(C(=O)N/N=C/c2ccoc2)nnn1-c1nonc1N,0%,0%,1.0,-31%,-2,4%,11%,5,-1%
COc1ccc(-c2nc(NC(=O)CSCCO)sc2C)cc1,7%,-4%,nt,-13%,nt,3%,-3%,-3,3%
O=C(O)C1CC(=O)N(Cc2ccccc2)C1 (stereo not drawn),-1%,0%,1.3,-11%[56.9 µM],12,4%,-2%,-5,-4%
C=CCN1c2ccccc2[C@]23C[C@@H](C(=O)OC)N(C(=O)C4CCC4)C2=NC(C(=O)OC)=C(C(=O)OC)[C@H]13,-2%,-30%,0.2,1%,6,3%,-4%,-14,-4%
N#Cc1cnn(-c2ccc(F)cc2)c1N,-1%,0%,-0.8,5%,20,-2%,-2%,-4,-5%
Cn1ccc2c(-c3ccc4c(c3)OCCO4)cc3c(c21)C1CCC3O1 (stereo not drawn),-11%,1%,nt,nt,nt,nt,nt,-10,2%
COCCNC(=O)C(C#N)c1nc2ccccc2nc1N1CCCCCC1 (stereo not drawn),-4%,?,3.0,-8%,2,-32%,6%,-2,0%
COc1ccc(-c2ccncc2)cc1OC,-3%,-27%,nt,17%,nt,8%,nt,-1,1%
CC(=O)/C(N=Nc1ccc(-n2ccc(C(F)(F)F)n2)cc1)=C(\C)O,0%,70%[activator],nt,-11%,nt,11%,-1%,-2,5%
O=C(CCn1nnc(-c2cccs2)n1)NC1CCCCC1,0%,-1%,0.1,-8%,8,-6%,nt,-5,-4%
C=CCn1c(COc2ccc(F)cc2)nnc1SC(C)C(=O)NCC1CCCO1 (stereo not drawn),7%,358%[activator],-0.3,-9%,61*,2%,-17%,-4,0%
CN1CCN(C(=O)C2=C[C@@H](C3CCCCC3)C[C@@H](OCc3ccc(CO)cc3)O2)CC1,-6%,-16%,0.5,-21%,18,-3%,-16%,-6,-3%

# Shown as a hit in D2 antag (from the list above):
Molecule,12-LOX inh,RGS4 inhibitor,D2 antag,Vif-A3F inh,ERG Ets-DNA blk,GRP78 ERSR act
C=CCn1c(COc2ccc(F)cc2)nnc1SC(C)C(=O)NCC1CCCO1 (stereo not drawn),358%[activator],-9%,61*,2%,-17%,0%

# Compound activity (PubChem)
